KDM5B inh = KDM5B demethylase inhibition | KDM5B demethylase, FDH-coupled NADH fluorescence (FDH is formaldehyde dehydrogenase) | Potency, µM (doses to about 57.7 µM), without a hit: at the highest dose activity change, negative = inhibition, actives largely listed as inhibitors | AID 1347165 | 220,000 tested, 2.6% active; active = well fitted inhibition curve with a large enough effect; inconclusive = small, poorly fitted or top-dose-only effect; inactive = no such curve, though single readings can be large or run the other way; note: 0% is about no effect; nearly all actives have a fitted effect of over 70% in size
Target sequence (Q9UGL1 whole entry, looked up): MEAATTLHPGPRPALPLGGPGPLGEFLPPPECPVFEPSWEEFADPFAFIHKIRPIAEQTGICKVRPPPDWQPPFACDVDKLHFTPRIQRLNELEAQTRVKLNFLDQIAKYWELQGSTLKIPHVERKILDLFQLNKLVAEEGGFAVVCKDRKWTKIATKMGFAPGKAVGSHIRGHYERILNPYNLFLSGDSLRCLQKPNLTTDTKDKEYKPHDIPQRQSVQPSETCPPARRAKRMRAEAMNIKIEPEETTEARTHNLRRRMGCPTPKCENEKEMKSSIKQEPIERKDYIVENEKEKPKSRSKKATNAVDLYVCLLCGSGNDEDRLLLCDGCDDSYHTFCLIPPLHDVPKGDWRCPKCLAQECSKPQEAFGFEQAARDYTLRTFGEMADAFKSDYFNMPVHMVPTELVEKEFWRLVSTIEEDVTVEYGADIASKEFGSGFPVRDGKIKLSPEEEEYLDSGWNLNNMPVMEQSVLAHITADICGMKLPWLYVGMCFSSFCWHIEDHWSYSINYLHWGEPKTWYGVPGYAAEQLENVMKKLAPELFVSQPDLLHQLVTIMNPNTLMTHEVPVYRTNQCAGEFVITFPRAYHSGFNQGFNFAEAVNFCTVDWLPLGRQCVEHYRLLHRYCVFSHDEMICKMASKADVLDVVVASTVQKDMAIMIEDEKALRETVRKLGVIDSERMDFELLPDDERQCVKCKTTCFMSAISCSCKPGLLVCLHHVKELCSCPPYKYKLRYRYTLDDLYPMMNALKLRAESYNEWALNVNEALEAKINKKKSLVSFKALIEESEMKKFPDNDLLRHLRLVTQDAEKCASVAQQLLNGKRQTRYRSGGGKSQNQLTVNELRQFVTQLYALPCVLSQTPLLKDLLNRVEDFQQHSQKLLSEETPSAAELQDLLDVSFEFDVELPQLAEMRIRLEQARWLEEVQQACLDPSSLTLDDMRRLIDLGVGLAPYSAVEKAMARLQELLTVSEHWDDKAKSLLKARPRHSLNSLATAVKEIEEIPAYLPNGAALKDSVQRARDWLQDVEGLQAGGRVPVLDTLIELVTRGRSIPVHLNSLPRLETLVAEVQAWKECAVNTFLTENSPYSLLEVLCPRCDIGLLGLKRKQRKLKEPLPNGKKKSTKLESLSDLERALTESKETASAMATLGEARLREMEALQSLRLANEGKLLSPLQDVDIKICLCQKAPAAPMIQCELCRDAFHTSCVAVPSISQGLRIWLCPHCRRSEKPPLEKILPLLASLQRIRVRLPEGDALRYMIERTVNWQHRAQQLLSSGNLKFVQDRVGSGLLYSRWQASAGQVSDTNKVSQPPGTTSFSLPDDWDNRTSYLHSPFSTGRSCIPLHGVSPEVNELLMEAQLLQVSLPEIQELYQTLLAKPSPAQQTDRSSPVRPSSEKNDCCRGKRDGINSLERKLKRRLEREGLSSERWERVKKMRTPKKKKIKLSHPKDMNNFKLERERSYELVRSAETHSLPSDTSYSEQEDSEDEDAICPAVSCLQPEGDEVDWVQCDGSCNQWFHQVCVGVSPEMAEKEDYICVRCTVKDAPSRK
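Here, H3K4me3 peptide (12.5 µM in substrate mix) is demethylated by KDM5BΔAP, 200 nM final, after 10 min compound exposure. Formaldehyde product is coupled through FDH (0.25 U/mL in mix) to NADH fluorescence; 30-min ΔRFU feeds dose-response curves.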
Active calls of the source: *; ? = inconclusive; & = joins results of further samples; [ ] = remark or other dose. Potency is the fitted concentration of half-maximal effect. Not all compounds are listed (hit frequency here may not be typical).

Structure | KDM5B inh
Cc1cc(Cn2cc3c4c(cccc42)[C@H](CC(C)C)N[C@H](C(=O)NCCN(C)C)C3)no1 | ?
O=C(Cc1ccc(F)cc1)N1CCC2(C1)C(=O)N(CCc1ccccc1)c1ccccc12 (stereo unspecified) | -13%&-8%
O=C(NC[C@H]1OC[C@@H](NC2CCCCC2)[C@@H]1O)N1CCOCC1 | 1%[86.2 µM]
Cc1ccc(-c2n[nH]c(-c3ccc(C)c(C)c3)c2C)cc1C | -2%
COCCN(Cc1cc(=O)c2cc(F)ccc2[nH]1)CC1CC1 | -2%
CCOc1ccc(CCNc2nc3ccccc3n3c(C)nnc23)cc1OCC | ?
Cc1ccc(C(=O)N2CC(c3nnc(-c4ccncc4)o3)C3(CCOCC3)C2)c(C)c1 (stereo unspecified) | -10%
CCCCc1ccc(-n2nc3cc(C)c(NC(=O)Cc4ccccc4)cc3n2)cc1 | ?
CCCCc1nn(CC(=O)N2CCC(n3nc(C)cc3C)C2)c(=O)n1CC (stereo unspecified) | 33%
O=C(NCCc1ccccn1)c1cn2ccnc(-c3ccccc3)c2n1 | ?
O=C(CSc1nnc(CNC(=O)c2c(F)cccc2F)o1)NCc1ccc(F)cc1 | 11%
CCCc1nc(C)cc(N2CCC3(CC2)C(C(=O)O)CC(=O)N3C)n1 (stereo unspecified) | -7%
CCOc1ccc(C(C)NC(=O)c2snnc2CC)cc1OCC (stereo unspecified) | -16%
COc1ccc(-c2[nH]ncc2C(=O)NCc2ccccc2C)cc1 | 4%
Cc1noc(C)c1C(=O)N1CCC2(CC1)CC(c1ccccc1)C(=O)N2C (stereo unspecified) | 3%
CCOC(=O)c1cnc2ccccc2c1N(C)CC(=O)N(C)C | 10%
CC(=O)N1CC2(CCCCN2C(=O)CCC(=O)O)Cc2ccccc21 (stereo unspecified) | 3%[115 µM]
Cc1ccc(-n2c(=O)c3c(cnn3C)n(CC(=O)Nc3c(C)cccc3C)c2=O)cc1 | -27%
COCC[C@]1(O)CCN(C(=O)COc2ccc3c(c2)OCO3)C[C@H]1C | -2%
Cc1ccc(CNC(=O)c2cc3cn(C(C)C)cc3s2)cc1 | ?
C=CCN(Cc1ccccc1F)C(=O)Cc1nn(C)c(=O)c2ccccc12 | 11%
Cn1nc(C(=O)OCC(=O)NCc2ccco2)c2ccccc2c1=O | -10%
Cc1nc2cc(-c3cccc(F)c3)nn2c(C)c1CCC(=O)Nc1ccccc1C(N)=O | ?
CC(=O)Nc1ccc(S(=O)(=O)Nc2cc(-c3ccccc3)nn2C)cc1 | 32%
Cc1cc2n(n1)CCC(=O)N2Cc1ccc(C(=O)Nc2ccc(F)cc2F)cc1 | -14%
Cc1ccc(OCc2nc(C3CN(C(=O)c4ccc(C)nc4)C3)no2)cc1 | -18%
Cc1ccc(NC(=O)c2nnc(SCC(=O)NCCC(C)C)s2)cc1 | 14%
CC(CCO)Nc1nc2c(c(=O)n(C)c(=O)n2C)n1Cc1ccc(Cl)c(Cl)c1 (stereo unspecified) | 4%
COc1cc(/C=C/C(=O)O)ccc1OS(=O)(=O)c1c(C)cc(C)cc1C | -1%
CC(NC(=O)c1cccc(C#N)c1)C(=O)N1CCN(c2ccccn2)CC1 (stereo unspecified) | 25µM*
COc1ccc2c(c1)C=C(CN1CCC(CO)(Cc3ccccc3Cl)CC1)CO2 | ?
Cn1cc(CN2CCN(C(=O)c3ccoc3)CC2)ccc1=O | -13%
O=C(OCc1ccccc1)N1CCn2cc(C(=O)N3CCOCC3)nc2C1 | 14%[115 µM]
COc1ccc2cc3c(N)nn(C(=O)c4ccc(F)cc4Cl)c3nc2c1 | -10%
Fc1ccc(-c2csc(NCc3ccco3)n2)cc1F | ?
COc1ccc(C(=O)OCC(=O)Nc2nnc(-c3ccccc3)o2)cc1 | ?
CC(C)CCn1c(N2CCN(Cc3ccccc3Cl)CC2)nc2c1c(=O)[nH]c(=O)n2C | 0%
CCN1C(=O)C2CC3(CCN(C(=O)COCCOC)CC3)CN2C1=O (stereo unspecified) | 13%
Cc1ccc(NC(=O)CCCN2C(=O)COc3ccc(C)cc32)c(C)c1 | -18%
COc1cccc([C@@H]2CCN(Cc3ccc(NC(C)=O)cc3)C[C@H]2O)c1 | 31%[activator]
Cc1ccc(Nc2cc(-c3ccccc3)nc3ncnn23)cc1 | 6%
Cc1ccc(N2CC(c3noc(-c4cccc(Cl)c4)n3)CC2=O)cc1 (stereo unspecified) | 3%
Cc1cccc(-n2ncc(C(=O)N3CCc4ccccc4C3)c2-n2cccc2)c1 | -6%
COc1cccc(CC(=O)N2CCCN(c3cc(-c4ccccc4)[nH]n3)CC2)c1 | ?
CC(C)CC(=O)N1[C@@H]2CC[C@H]1CC(NC(=O)c1ccncc1)C2 (stereo partly specified) | -2%
O=C1NCCOCCCN(C(=O)c2ccco2)[C@H]2CCCC[C@@H]12 | 2%
CC(=O)c1c(C)nc2nc(-c3ccccc3)nn2c1C | -15%
N#CC1=C(N)OC2=C(C(=O)CC(c3ccccc3)C2)C1c1ccccc1F (stereo unspecified) | -20%
O=C(c1cccc(OC2CN(Cc3nccs3)C2)c1)N1CCOCC1 | -13%
COc1cc(OC)c2c(C)c(CC(=O)Nc3nc4ccccc4[nH]3)c(=O)oc2c1 | ?

Filtered by structure: those above containing a COOH group.
Structure | KDM5B inh
CCCc1nc(C)cc(N2CCC3(CC2)C(C(=O)O)CC(=O)N3C)n1 (stereo unspecified) | -7%
CC(=O)N1CC2(CCCCN2C(=O)CCC(=O)O)Cc2ccccc21 (stereo unspecified) | 3%[115 µM]
COc1cc(/C=C/C(=O)O)ccc1OS(=O)(=O)c1c(C)cc(C)cc1C | -1%

Remaining list, next part
Structure | KDM5B inh
O=C(OCc1cc2ccccc2[nH]c1=O)c1ccco1 | -22%
COc1cc(C(=O)NCCn2cccc2-c2nc(-c3ccccc3)no2)cc(OC)c1OC | 5%
CCO[C@H]1CN(C(=O)COc2ccc(-n3cnnn3)cc2)C[C@@H]1O | 6%
COc1ccc(C[C@H](NC(=O)C2=C[C@@H](NC(=O)c3ccc(C)cc3)[C@@H](O)[C@H](O)C2)C(N)=O)cc1 | 6%
COc1ccccc1NC1(c2nnnn2-c2c(C)cccc2C)CCCC1 | 8%
Cc1ccccc1OCCCCn1nnc2sc3c(c2c1=O)CCC(C)C3 (stereo unspecified) | -5%
O=C(O)C1CCCCC1C(=O)NC1CCN(Cc2ccccc2)CC1 (stereo unspecified) | 13%
Cc1ccc(NS(=O)(=O)c2c(C)nc3scc(C)n3c2=O)cc1Cl | -17%
NC(=O)C(Sc1ncccc1Cl)c1ccccc1 (stereo unspecified) | -12%
CCOC(=O)C1=C(COC(=O)COc2ccc(C#N)cc2)NC(=O)NC1C (stereo unspecified) | 16%
Cc1ccc(-n2nc(C(=O)N(C)c3ccccc3Cl)c3c4ccccc4n(C)c3c2=O)cc1 | -20%
Cc1ccc(C(C)NC(=O)Cc2c[nH]c3ccccc23)o1 (stereo unspecified) | 2%
COc1ccccc1C(=O)Nc1ccccc1OCc1cc(=O)n2ccccc2n1 | 4%
O=C(c1ccc(Cl)cc1)N1CC(CO)C2(CCNCC2)C1 (stereo unspecified) | ?
O=C1COc2cc(S(=O)(=O)CCC(=O)N3CCN(c4cccc(Cl)c4)CC3)c(Cl)cc2N1 | -29%
COCC(=O)Nc1ccc(-c2noc([C@@H]3CCCN3Cc3cccc(C#N)c3)n2)cn1 | -19%[86.2 µM]
O=C(N/N=C/c1ccc(-c2ccccc2)cc1)c1ccc(Br)s1 | 8%
CCC(=O)N/C(N)=N/c1nc(C)c2cc(C)c(C)cc2n1 | 20%
COc1ccccc1OCCn1c(NC(=O)c2ccco2)nc2ccccc21 | 10%
O=C(NC1CCCC1)C1CCN(C(=O)c2ccc(Cl)cc2)CC1 | 33%[activator]
CCOC(=O)c1cc(-c2cc(OC)c(OC)c(OC)c2)nc2ccccc12 | ?
CCN(CC)Cc1ccccc1CNC(=O)c1c(C)[nH]c2ccccc12 | 27%
COc1cc(C(=O)Nc2c(NCc3ccccc3)c3ccccc3oc2=O)ccc1OC(C)=O | -1%
Cc1cc(C)cc(NC(=O)Cc2csc(COc3cccc(C)c3)n2)c1 | ?
Cc1c(C(=O)N2CCCCC2CCN2CCCC2=O)oc2c(F)cccc12 (stereo unspecified) | 16%
COc1ccc(C)c2sc(NC(=O)c3ccc(S(=O)(=O)N4CCOCC4)cc3)nc12 | -8%
COc1ccc(-c2coc3cc(OCC(=O)N4CCC(=O)CC4)ccc3c2=O)cc1 | 17%
O=C(OCc1nc2ccccc2s1)C1=NN(C2CCS(=O)(=O)C2)C(=O)CC1 (stereo unspecified) | 28%
COC(=O)C1CN(Cc2cn(CCC3OCCO3)nn2)CCS(=O)(=O)N1Cc1ccccc1 (stereo unspecified) | -6%
COc1ccc(NC(=O)NCCc2noc(C3CC3)n2)cc1OC | 32%[activator]
O=C(NC1CC1)C1COC2(CCN(C(=O)Cc3cccs3)CC2)N1C(=O)c1ccc(F)cc1 (stereo unspecified) | -23%
O=C(Nc1ccc(C2CC2)cc1)c1cccs1 | 13%
COc1ccc(-n2nc(C3CCN(Cc4cccc(OC)c4)CC3)[nH]c2=O)cc1 | 22%
C=CCN(CC=C)C(=O)CN1C(=O)NC(C)(c2ccc3cc(OC)ccc3c2)C1=O (stereo unspecified) | 18%
COc1ccc(C(=O)N2CCC(n3cc(-c4nc(-c5ccccc5)no4)nn3)C2)cc1OC (stereo unspecified) | 15%
CC(C)c1ccc(NC(=O)c2cccn2-c2nnc(N3CCCCC3)s2)cc1 | ?
O=C(CN1CCN(Cc2ccc(Cl)cc2)C1=O)NCc1ccc(F)cc1 | -11%
CCCN(CC1CCOC1)C(=O)Nc1ccccc1OC (stereo unspecified) | 6%
COc1ccc(C2=NS(=O)(=O)N(C)C(C(=O)Nc3cccc(O)c3)=C2)cc1OC | 5%
CN(C)c1ccc(C(CNS(=O)(=O)c2ccc(Br)cc2)N2CCCC2)cc1 (stereo unspecified) | -12%
COc1ccc(OC)c(Nc2c3c(nc4ccccc24)CCC3)c1 | 16%&-4%
CC(=O)NCc1cc(C)cc2c(C)c(C)[nH]c12 | -12%
CN1CC(=O)N(c2cccnc2)Cc2c1ncnc2N1CCC(O)CC1 | -5%[86.2 µM]
O=C(CCc1ncc(-c2ccccc2Cl)o1)NCc1ccccc1 | 8%
O=C(O)[C@]12CCCN[C@@H]1CCN(Cc1ccsc1)C2 | 17%
CCOc1ccc(NC(=O)c2c(NCc3cccs3)sc3c2CCC(C)C3)cc1 (stereo unspecified) | 7%
CC1(C)Cc2c(cnn2-c2ccccc2)C(NC(=O)c2ccoc2)C1 (stereo unspecified) | -9%
O=C(NCCc1ccc(Cl)cc1)C1CCc2nnc(-c3ccc(Cl)nc3)n21 (stereo unspecified) | 14%[115 µM]
CC(CC(=O)Nc1ccc(F)cc1Cl)n1cccn1 (stereo unspecified) | 6%
O=C(Nc1ccc(-c2nnc3n2CCCC3)cc1)c1ccco1 | 19%

Next records.
Structure | KDM5B inh
COCCNC(=O)[C@H]1C[C@H](Oc2cccnc2)CN1C(=O)c1cccc(C)c1 | 15%
O=C(NC1CCCCC1)C1CN(C(=O)c2ccncc2)CC12CCOCC2 (stereo unspecified) | -17%
CC(C)(C)C(=O)Nc1ccc(-c2nc3ccccc3s2)cc1 | -21%
Cc1ccc(Nc2nc(-c3cccc([N+](=O)[O-])c3)cs2)cc1C | -9%
COc1cc(OC)c(OC)cc1CN1CCN(c2ccc(F)cc2)CC1 | ?
O=S(=O)([N-]c1nc2ccccc2nc1-n1cc[n+](Cc2ccccc2)c1)c1ccc(Br)cc1 | ?
CC(C)c1cc(C(=O)Nc2ccc(Cl)cc2)nn1C1CCS(=O)(=O)C1 (stereo unspecified) | 24%
CCOc1ccc(C(=O)COC(=O)c2cccc(-n3cnnn3)c2)cc1 | 17%
O=C(Cc1ccccn1)N1CCCC(c2nn(-c3ccc(F)cc3)c(=O)[nH]2)C1 (stereo unspecified) | -22%
CCC1CCCCN1C(=O)Cn1c(=O)n(-c2ccc(Cl)c(Cl)c2)c(=O)c2c(C)c(C(=O)N(C)C)sc21 (stereo unspecified) | -12%
CCn1ncc(C(=O)N2C[C@@H](CO)[C@H](c3ccccn3)C2)c1C | 12%
Cc1ccc(Nc2ccncc2S(N)(=O)=O)cc1 | 24%

Structural class, those above containing an NH in an aromatic ring.
Structure | KDM5B inh
Cc1ccc(-c2n[nH]c(-c3ccc(C)c(C)c3)c2C)cc1C | -2%
COCCN(Cc1cc(=O)c2cc(F)ccc2[nH]1)CC1CC1 | -2%
COc1ccc(-c2[nH]ncc2C(=O)NCc2ccccc2C)cc1 | 4%
CC(C)CCn1c(N2CCN(Cc3ccccc3Cl)CC2)nc2c1c(=O)[nH]c(=O)n2C | 0%
COc1cccc(CC(=O)N2CCCN(c3cc(-c4ccccc4)[nH]n3)CC2)c1 | ?
COc1cc(OC)c2c(C)c(CC(=O)Nc3nc4ccccc4[nH]3)c(=O)oc2c1 | ?
O=C(OCc1cc2ccccc2[nH]c1=O)c1ccco1 | -22%
Cc1ccc(C(C)NC(=O)Cc2c[nH]c3ccccc23)o1 (stereo unspecified) | 2%
CCN(CC)Cc1ccccc1CNC(=O)c1c(C)[nH]c2ccccc12 | 27%
COc1ccc(-n2nc(C3CCN(Cc4cccc(OC)c4)CC3)[nH]c2=O)cc1 | 22%
CC(=O)NCc1cc(C)cc2c(C)c(C)[nH]c12 | -12%
O=C(Cc1ccccn1)N1CCCC(c2nn(-c3ccc(F)cc3)c(=O)[nH]2)C1 (stereo unspecified) | -22%

High-throughput results deposited in PubChem BioAssay by National Center for Advancing Translational Sciences (NCATS).
